Compound activity from PubChem BioAssay.
Apoferritin bind = candidate novel general anesthetic via apoferritin binding; apoferritin/1-aminoanthracene competitive binding, fluorescence; Potency, µM (highest dose often 77.5 µM), without a hit: at the highest dose activity change, negative = displacement, most hits filed as inhibitors; 350,000 compounds, 0.074% hits; further: potency means the concentration at half of the fitted maximal effect; on the % scale 0 is the no-effect control and ±100 the full control effect; nearly all actives have a fitted effect of over 20% in size
Target sequence (P02791 2-175 limits assumed): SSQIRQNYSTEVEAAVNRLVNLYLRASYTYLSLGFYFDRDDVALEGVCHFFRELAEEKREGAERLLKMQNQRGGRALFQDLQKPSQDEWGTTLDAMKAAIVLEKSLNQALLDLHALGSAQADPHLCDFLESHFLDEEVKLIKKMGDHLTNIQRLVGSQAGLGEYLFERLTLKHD
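Steps: apoferritin (10 uM) was premixed with half-saturated 1-AMA in PBS, compounds were pin-transferred, plates stood 10 min at room temperature, fluorescence was read at 380/535 nm, and curves were fitted with a Hill equation.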
Pol beta inh = blocks human DNA polymerase beta activity; P06746; Pol beta primer extension/strand displacement, fluorescence kinetic; Potency, µM (top dose mostly 114 µM), for the others: top-dose activity change, negative = inhibition, hits mostly inhibitors; 340,000 compounds, 1.3% hits; AID 485314; further: potency means the concentration at half of the fitted maximal effect; on the % scale 0 is the no-effect control and ±100 the full control effect
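Curves were derived by four-parameter Hill fits of normalized qHTS data. The kinetic fluorescent primer-extension read was taken at 0 and 10 min after 50 nM substrate, following a 15 min room-temperature preincubation of 10 nM enzyme with compounds.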
ERG-DNA inh = inhibitors of human ERG Ets domain-DNA interaction. AID 624246. P11308. 370,000 compounds, 0.028% hits. Potency, µM (titrated, usually from 76.9 µM), without a hit: top-dose FP activity, negative = inhibition, usual class: inhibitors. fluorescence polarization, His-ERG Ets domain / labelled DNA; active means well fitted inhibition curve with a large enough effect in the polarisation, with a control signal flat; inconclusive means small, poorly fitted or top-dose-only effect, or effect the other way, or a change in a side signal; inactive means no such curve, though single readings can be large or run the other way; the % refers to the polarisation;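 further: polarization taken with two DNA probes labelled with fluorescein and Texas red; potency means the concentration at half of the fitted maximal effect; % of control where 0% means no effect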
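His-tagged ERG Ets domain (1 uM in the protein solution; 300mM KCl, 50mM Tris-HCl, 1mM EDTA, 1mM DTT, pH 7.5) received compound, then a probe mix of 5 nM fluorescein-DNA and 100nM Texas-615-DNA. Fluorescence polarization was read for both dyes.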
ALOX12 inh = inhibitors of human 12S-lipoxygenase ALOX12; P18054; AID 1671190; 580,000 compounds, 1.1% hits; purified 12hLO, xylenol orange hydroperoxide absorbance; Potency, µM (top dose mostly 108 µM), for inactives: top-dose activity change, negative = inhibition, most hits filed as inhibitors; further: potency means the concentration at half of the fitted maximal effect; on the % scale 0 is the no-effect control and ±100 the full control effect
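Purified human 12hLO at 150 nM in 25 mM Hepes, 0.01% Triton X-100, pH 7.0, preincubated 15 min at room temperature with compound. Reaction started with 40 uM arachidonic acid, 30 min at room temperature. Hydroperoxide measured by Fe-xylenol orange, 573/405 nm absorbance ratio.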
Pol iota inh = DNA polymerase iota (human) inhibition. Q9UNA4. Pol iota fluorescent replication assay, 10 min. Potency, µM (top dose mostly 115 µM), for the others: at the top dose activity, negative = inhibition, most hits filed as inhibitors. 390,000 compounds, 1% hits; further: potency means the concentration at half of the fitted maximal effect
Target sequence (Q9UNA4 whole entry, looked up): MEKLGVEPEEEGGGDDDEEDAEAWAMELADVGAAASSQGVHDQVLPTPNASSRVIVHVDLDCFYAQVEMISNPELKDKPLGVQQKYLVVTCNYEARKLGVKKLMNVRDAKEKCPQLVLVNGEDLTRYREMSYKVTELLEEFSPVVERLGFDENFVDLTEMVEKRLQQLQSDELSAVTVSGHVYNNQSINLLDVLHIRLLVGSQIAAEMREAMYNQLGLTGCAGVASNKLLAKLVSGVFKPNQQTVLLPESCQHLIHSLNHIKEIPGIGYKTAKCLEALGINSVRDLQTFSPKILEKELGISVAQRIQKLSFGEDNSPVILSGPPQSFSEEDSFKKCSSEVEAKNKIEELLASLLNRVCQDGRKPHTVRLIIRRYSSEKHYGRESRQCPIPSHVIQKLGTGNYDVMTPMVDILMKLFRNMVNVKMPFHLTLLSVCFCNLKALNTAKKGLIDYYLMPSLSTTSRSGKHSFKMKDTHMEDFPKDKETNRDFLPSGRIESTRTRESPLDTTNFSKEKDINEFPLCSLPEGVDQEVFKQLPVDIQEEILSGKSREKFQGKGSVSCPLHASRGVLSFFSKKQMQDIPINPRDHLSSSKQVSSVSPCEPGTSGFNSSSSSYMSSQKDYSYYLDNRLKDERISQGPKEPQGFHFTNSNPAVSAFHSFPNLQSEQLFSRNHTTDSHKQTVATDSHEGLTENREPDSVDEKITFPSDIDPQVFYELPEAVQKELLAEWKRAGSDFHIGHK
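Fluorescent replication assay read twice, at 0 min and 10 min after adding 50 nM (final) substrate. Enzyme (10 nM) and compounds were first incubated 15 min at room temperature; enzyme-free buffer wells were negative controls.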
APEX1 inh = blocks human APE1 abasic DNA cleavage | P27695 | recombinant APE1, TAMRA/BHQ-2 abasic DNA cleavage fluorescence | AID 2517 | Potency, µM (doses to about 65.8 µM), inactives show at the highest dose activity change, negative = inhibition, usual class: inhibitors | 350,000 compounds, 0.35% hits;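 further: potency means the concentration at half of the fitted maximal effect; plate controls were vehicle for no effect and reference inhibitor for full effect; nearly all actives have a fitted effect of over 55% in size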
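Activity was derived from the fluorescence gain between first and third kinetic reads (60 s intervals, ex 525/em 598 nm) after 50 nM THF-abasic TAMRA/BHQ-2 duplex was added to 0.75 nM APE1 preincubated 15 min with compound.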
TRHR ag = agonists of human TRH receptor; P34981; TRHR cells, calcium flux fluo-8, FDSS agonist mode; activation, % at 2 µM; 360,000 compounds, 0.18% hits; AID 493084; in the data active means activation above about 30%; further: 0% is about no effect
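Fluo-8-loaded TRHR cells; 10 s baseline, compound added, kinetic Ca2+ fluorescence read 1/s, agonist mode.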
BLM helicase inh = inhibitors of human Bloom syndrome helicase BLM; 350,000 compounds, 0.2% hits; recombinant BLM DNA unwinding, fluorescence dequenching; P54132; Potency, µM (top dose mostly 56.1 µM), for inactives: at the highest dose activity change, negative = inhibition, most hits filed as inhibitors; AID 2528;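 further: potency means the concentration at half of the fitted maximal effect; plate controls were vehicle for no effect and no enzyme for full effect; nearly all actives have a fitted effect of over 35% in size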
POLK inh = DNA polymerase kappa (human) inhibition. purified Pol kappa, fluorescent DNA synthesis assay, 10 min. Potency, µM (highest dose often 107 µM), inactives show at the top dose activity, negative = inhibition, actives largely listed as inhibitors. 400,000 compounds, 0.53% hits. AID 588579; further: potency means the concentration at half of the fitted maximal effect; on the % scale 0 is the no-effect control and ±100 the full control effect
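Enzyme at 10 nM met test compounds for 15 min at room temperature. Substrate addition (50 nM final) began the reaction, which was monitored by fluorescence at 0 and 10 min.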
Numbers without * were called inactive; i = inactive; ? = inconclusive; / = not tested or not shown; & = joins results of further samples; [ ] = another dose, or the depositor's remark. Unless noted, the call rests on the fitted dose curve; in most records, active means well fitted curve in the direction sought with a large enough effect; inconclusive means small, poorly fitted or top-dose-only effect, or another doubt; inactive means no such curve, though single readings can be large; an effect the other way counts as inactive or inconclusive.

The first 2 records, ahead of the listing:
SMILES | Apoferritin bind | Pol beta inh | ERG-DNA inh | ALOX12 inh | Pol iota inh | APEX1 inh | TRHR ag | BLM helicase inh | POLK inh
CN1CCN(C(CNC(=O)c2cccc(F)c2)c2ccc3c(c2)OCO3)CC1 (stereo not drawn) | 1% | -2% | 1% | -3% | 24% | / | 0.5 | -1% | -7%[60.1 µM]
CCn1c(SCc2ccc(C#N)cc2)nnc1-c1ccc(S(=O)(=O)N2CCCCC2)cc1 | -20% | 3% | -8% | 0% | -1% | 3% | -0.8 | -2% | -10%

The whole of this part, repeating the preview:
SMILES | Apoferritin bind | Pol beta inh | ERG-DNA inh | ALOX12 inh | Pol iota inh | APEX1 inh | TRHR ag | BLM helicase inh | POLK inh
CN1CCN(C(CNC(=O)c2cccc(F)c2)c2ccc3c(c2)OCO3)CC1 (stereo not drawn) | 1% | -2% | 1% | -3% | 24% | / | 0.5 | -1% | -7%[60.1 µM]
CCn1c(SCc2ccc(C#N)cc2)nnc1-c1ccc(S(=O)(=O)N2CCCCC2)cc1 | -20% | 3% | -8% | 0% | -1% | 3% | -0.8 | -2% | -10%
CCNC(=O)C1CN(S(=O)(=O)c2ccccc2)CCN1S(=O)(=O)c1ccccc1 (stereo not drawn) | -12% | -6% | -1% | 11% | ? | 4% | 0.1 | 2% | -23%
C[C@H]1CN([C@@H](C)CO)C(=O)c2cccc(NS(=O)(=O)c3cn(C)cn3)c2O[C@H]1CN(C)S(C)(=O)=O | / | / | 9% | -3% | 18% | 35% | / | / | 13%
COc1ccc(C2=NN(C(=O)c3ccco3)C(c3cc4ccccc4nc3Cl)C2)cc1 (stereo not drawn) | -12% | -17% | 7% | / | 32%[activator] | 3% | 0.0 | -4% | -6%
COc1ccccc1NCCC(=O)OCC(=O)NC1CCCCCC1 | ? | -2% | -3% | -17% | 159%[activator] | 26% | -1.2 | 3% | -6%
CSc1nc2sc3c(c2c(=O)n1C)CCCC3 | -4% | 29% | / | -11% | 18% | ? | -0.2 | 1% | -1%
Cc1ccc(C)c(CNc2ccc(S(=O)(=O)N3CCCCC3)cc2)c1 | / | / | 18% | -9% | -10% | -3% | 0.1 | / | -17%
O=c1[nH]c(SCCOc2cccc3ccccc23)nc2ccccc12 | -9% | 33%[activator] | -2% | -6% | 68%[activator] | ? | -0.5 | -14% | -3%
NC(=O)C1Cc2ccccc2CN1C(=O)c1nn(Cc2ccccc2)c(=O)c2ccccc12 (stereo not drawn) | / | / | -1% | / | -12% | 18% | 0.3 | / | -1%
COc1ccccc1CN1CCN(Cc2ccc3ccccc3c2)CC1 | 9% | 0% | 4% | ? | 19% | 14% | 0.3 | -2% | -5%
Cn1c(=O)c2c(ncn2CC(=O)Nc2ccccc2)n(C)c1=O | -5% | -2% | -2% | 144%[activator] | -5% | 3% | -0.1 | 1% | 2%
CCN(C(=O)CSc1nc(C2CC2)n(-c2ccccc2)n1)C1CCS(=O)(=O)C1 (stereo not drawn) | / | / | -11% | -17% | 19% | 42% | -0.1 | / | -3%
N=c1c2ccccc2nc2n1CCCCCCCCCCC2 | / | / | -1% | ? | 28% | / | / | / | -7%
Cc1oc(CC(C)C)cc1C(=O)Nc1ccc(C(=O)O)cc1 | -9% | 14% | 3% | 0% | 6% | 0% | -0.2 | -2% | 12%
CCC(Oc1ccccc1F)C(=O)NCCCn1ccnc1 (stereo not drawn) | 8% | 18% | ? | -1% | -6% | -6% | -0.7 | -4% | 4%
Cc1cc(C)n(-c2nnc(NC34CC5CC(CC(C5)C3)C4)nn2)n1 | ? | 30% | -6% | 18% | 3% | 9% | -0.5 | -2% | -5%
COc1ccc(C(=O)N2CCCC2)cc1S(=O)(=O)N1CCC(C)CC1 | -10% | 2% | 6% | 219%[activator] | -6% | -1% | -0.1 | 0% | 2%
O=C(CCc1ccccc1)NCC(=O)N/N=C/c1ccc(O)cc1O | -5% | -27% | 7% | -6% | 31% | 0% | 0.3 | -1% | 8%
O=C(CSc1nncc2ccccc12)Nc1cccc(O)c1 | -1% | -4% | -7% | ? | ? | 71%[activator] | 0.0 | -3% | -3%
CCc1ccc(-c2nc(CN3CCCC(C(=O)NCc4ccccc4Cl)C3)c(C)o2)cc1 (stereo not drawn) | -1% | 9% | -8% | 0% | 11% | / | 0.7 | -10% | -8%
CCOC(=O)c1c(C)[nH]c(C)c1S(=O)(=O)N(C)CC(=O)N1CCN(c2ccc(Cl)cc2)CC1 | -7% | -25% | 4% | ? | 20% | / | -0.6 | -1% | -6%
O=C(Nc1cccc(NC(=O)c2ccc(F)cc2)c1)c1ccc(F)cc1 | -4% | 0% | -3% | 22% | -13% | 17% | -0.6 | -2% | -4%
CCC(=O)NC(c1ccccc1)c1c(O)ccc2ccccc12 (stereo not drawn) | -8% | 2% | 5% | 7% | 10% | 19% | -1.1 | -1% | -18%
CCN(CC)CCNC(Cc1ccccc1)c1cccc(OC)c1 (stereo not drawn) | / | / | 5% | ? | 9% | / | / | / | -6%
O=C(O)c1ccnc(SCC(=O)c2ccccc2)c1 | 6% | 58% | 0% | -5% | 5% | 18% | 0.0 | 4% | -1%
COC(=O)C(C)Sc1nc2c(cnn2-c2ccc(F)cc2)c(=O)[nH]1 (stereo not drawn) | -4%&3% | 9%&21% | -4%&-4% | -2%&-14% | 10%&16% | 53%[activator] | -0.8&-0.2 | 1%&23% | -4%&4%
COc1ccc(CC(=O)NC2CCCCCC2)c(OC)c1 | ? | 6% | 1% | -22% | 55%[activator] | 66%[activator] | -2.0 | -3% | -3%
CCN(c1ccccc1)S(=O)(=O)c1ccc(NC(=O)c2cc(=O)c3ccc(C)c(C)c3o2)cc1 | / | 5% | 0% | -18% | 2% | / | -0.6 | -2% | -22%
CC1CCN(CC(=O)Nc2ccc(S(=O)(=O)NC3CC3)cc2)CC1 | 4% | 0% | 3% | ? | 2% | 3% | -0.2 | -1% | 3%
Cc1ccc(NC(=O)c2cc3nc(-c4ccc5c(c4)OCO5)cc(C(F)(F)F)n3n2)cc1Cl | 1% | 34% | 2% | -13% | 9% | / | 0.2 | -3% | 15%
CN(C)S(=O)(=O)c1cccc(NC(=O)COC(=O)C2(c3ccccc3F)CCCC2)c1 | 35%[activator] | -12% | 1% | -22% | 79%[activator] | -1% | 0.4 | -20% | -2%
COc1ccc(OC)c(S(=O)(=O)N2CCNCC2)c1 | 1% | -10% | 1% | 0% | 25% | 6% | -0.8 | 1% | -2%
O=C(/C=C/c1ccccc1[N+](=O)[O-])NCc1ccncc1 | -6% | 14% | 3% | -3% | -7% | 0% | 0.0 | -3% | 3%
CC1CCCCC1NC(=O)c1ccc(N2CCCC2=O)cc1 (stereo not drawn) | -10% | -3% | -1% | 0% | -23% | 3% | -0.2 | -6% | 0%
COc1ccc(C(=O)c2coc3ccc(OC(C)=O)cc23)cc1 | 1% | -27% | -7% | 19% | 11% | 23% | -0.1 | -4% | -7%
COc1ccc(Cn2c(=O)n(Cc3ccco3)c(=O)c3oc4ccccc4c32)cc1 | -2% | ? | -7% | -4%&-10% | -10% | / | 0.9 | 0% | -9%
Cc1ccc(S(=O)(=O)N2CCC(=O)N(C(CO)Cc3ccccc3)CC2)cc1 (stereo not drawn) | -8% | 17% | 0% | -1% | -22% | 5% | 0.1 | 2% | -12%
COc1ccc(CCNC(=O)CSc2cn(CCNC(=O)c3c(F)cccc3F)c3ccccc23)cc1OC | 229%[activator] | -7% | 3% | -26% | -13% | / | -3.6 | -5% | -9%
CCOc1ccc(CCNC(=O)Cn2cccc2C(=O)c2ccccc2)cc1OCC | -1% | -13% | 10% | 1% | 148%[activator] | -2% | -0.7 | -7% | -8%
O=C(NCCc1nc2ccccc2[nH]1)Nc1ccccc1 | -6% | -27% | 1% | -19% | 4% | 0% | -1.3 | 0% | -9%
CN(C)S(=O)(=O)N1CCC(CCCC2CCN(S(=O)(=O)N(C)C)CC2)CC1 | -11% | 3% | -8% | 23% | 20% | -10% | -0.1 | -1% | -9%
CCOC(=O)CSc1nc2ccccc2c(=O)n1CC | -12% | 0% | -2% | 0% | -4% | -1% | -1.1 | 1% | -3%
CCOc1ccc(NC(=O)COc2ccc(C(=O)NCc3cccc(OC)c3)cc2OC)cc1 | / | / | / | i | 13% | 12% | -0.1 | / | -12%
CCN1C(c2ccccc2)=C(c2ccccc2)S/C1=C\C=C1/SC(=S)N(C)C1=O | / | / | ? | 6% | ? | / | / | / | -12%
Cc1ccc(C2=CC(=O)C[C@H](c3ccc4c(c3)OCO4)C2)cc1 | / | / | -9% | -8% | -29% | 44% | -0.3 | / | -29%
CN(C)S(=O)(=O)N1CCC(Oc2cccc(C(=O)N3CCCCCCC3)c2)CC1 | -21% | 0% | 9% | / | 89µM* | 6% | 0.5 | -1% | -10%
O=C1C(=O)N(C2CCN(C(=O)c3cccc(Cl)c3)CC2)CCN1Cc1ccc(F)cc1 | -14% | 15% | 1% | -20% | 28% | / | 0.5 | -3% | -3%
CCn1c(SCC(=O)NCc2ccccc2)nc2c(c1=O)SC(C)C2 (stereo not drawn) | -5% | -8% | 2% | 0% | 12% | 1% | -0.2 | 0% | 3%
CCc1ccccc1Nc1nn2c(=O)c3ccc(C(=O)NCCC4=CCCCC4)cc3nc2s1 | -8% | 1% | 5% | 0% | 56%[activator] | / | 1.1 | -1% | 4%
COc1ccc(C(=O)N2CCOCC2)cc1S(=O)(=O)N1CCCc2ccccc21 | -18% | -12% | 19% | -8% | -3% | -3% | 0.1 | -5% | -11%
CCN(CC)C(=O)c1sc(NC(=O)c2ccc3c(c2)OCO3)c(C#N)c1C | -5% | -24% | 0% | -11% | -4% | 1% | 0.3 | 2% | -16%

Only part of the results is shown; rates above refer to the full screens.
